ALOX12 inh: blocks human arachidonate 12S-lipoxygenase; purified 12hLO, xylenol orange hydroperoxide absorbance; Potency, µM (top dose mostly 108 µM), for inactives: at the highest dose activity change, negative = inhibition, actives largely listed as inhibitors; 1.1% of 580,000 active; note: potency is the fitted concentration of half-maximal effect; % is set by controls: 0 for no effect and ±100 for the full control effect
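Purified human 12hLO at 150 nM in 25 mM Hepes, 0.01% Triton X-100, pH 7.0, preincubated 15 min at room temperature with compound. Reaction started with 40 uM arachidonic acid, 30 min at room temperature. Hydroperoxide measured by Fe-xylenol orange, 573/405 nm absorbance ratio.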
JMJD2A Tudor inh: inhibitors of human JMJD2A Tudor domain; O75164; AlphaScreen JMJD2A-Tudor / H3K4me3 peptide binding; Potency, µM (doses to about 114 µM), inactives show top-dose activity change, negative = inhibition, most hits filed as inhibitors; 4.4% of 390,000 active; note: potency is the fitted concentration of half-maximal effect; % is set by controls: 0 for no effect and ±100 for the full control effect; nearly all actives have a fitted effect of over 50% in size
HP1b binding inh: HP1-beta chromodomain-methylated histone interaction inhibition. AlphaScreen HP1-beta / biotin-H3K9me3 peptide binding. Potency, µM (series often up to 114 µM), without a hit: at the highest dose activity change, negative = inhibition, hits mostly inhibitors. AID 540317. P83916. 0.56% of 390,000 active; note: potency is the fitted concentration of half-maximal effect; nearly all actives have a fitted effect of over 70% in size; inactives centre near 23
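HP1-beta protein (50 nM final) preincubated 30 min at room temperature with biotinylated H3(1-18)K9me3 peptide (50 nM) in PBS pH 7.4, 0.01% Tween-20, then compound added for 30 min. AlphaScreen streptavidin donor/nickel chelate acceptor beads (10 ug/mL final), 30 min dark, luminescence read.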
BAZ2B block: blocks human BAZ2B | AlphaScreen BAZ2B-H3K14Ac peptide displacement | Potency, µM (doses to about 114 µM), without a hit: top-dose activity change, negative = inhibition, hits mostly inhibitors | AID 504333 | 4.4% of 360,000 active | Q9UIF8; note: potency is the fitted concentration of half-maximal effect; % is set by controls: 0 for no effect and ±100 for the full control effect; nearly all actives have a fitted effect of over 60% in size
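Protein-peptide AlphaScreen: BAZ2B 50 nM, b-H3K14Ac 50 nM, 1x PBS pH 7.4 + 0.01% Tween-20. Preincubation 30 min RT; cpd 30 min RT (top 110 uM); beads 20 min RT, light-protected.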
GLS inh: blocks human kidney-isoform glutaminase activity | GLS enzymatic activity, qHTS titration | Potency, µM (top dose mostly 45.5 µM), inactives show at the highest dose activity change, negative = inhibition, hits mostly inhibitors | 0.21% of 410,000 active | AID 624170; note: potency is the fitted concentration of half-maximal effect; % is set by controls: 0 for no effect and ±100 for the full control effect
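Two-point fluorescence kinetic (t0, 30 min RT) for hKGA; glutamate detected via glutamate oxidase–HRP–Amplex Red. Substrate: 1 mM L-glutamine solution; buffer 45 mM KH2PO4, pH 8.2.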
RGS4 inh: blocks human RGS4-accelerated GTP hydrolysis; Potency, µM (series often up to 114 µM), without a hit: top-dose activity change, negative = inhibition, actives largely listed as inhibitors; 0.039% of 390,000 active; AID 504845; Transcreener GDP fluorescence polarization, RGS4-accelerated GTP hydrolysis; note: potency is the fitted concentration of half-maximal effect; % is set by controls: 0 for no effect and ±100 for the full control effect; nearly all actives have a fitted effect of over 75% in size; some results filed as inactive show a strong effect at the top dose
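MLSMR compounds (23 nl, pin-transferred) preincubated 10 min at room temperature with a 500nM (2x) first reagent, then RGS4 at 900nM (2x) plus Transcreener GDP mix added; fluorescence polarization (620/688 nm) read before and after 90 min at 30 °C.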
G9a inh: G9a (human) methyltransferase inhibition; G9a H3K9 monomethylation, AlphaScreen, 2 h; 8.8% of 350,000 active; AID 504332; Potency, µM (top dose mostly 102 µM), inactives show at the top dose activity, negative = inhibition, hits mostly inhibitors; note: potency is the fitted concentration of half-maximal effect; % is set by controls: 0 for no effect and ±100 for the full control effect; nearly all actives have a fitted effect of over 75% in size
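Chemiluminescent proximity detection of H3K9 monomethylation, read after 10 min bead incubation in the dark. Reaction: 20 nM G9a, 500 nM biotin-H3K9 peptide, 20 uM SAM cofactor, 2 h, room temperature, following 15 min enzyme-compound preincubation.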
ERG-DNA inh: inhibitors of human ERG Ets domain-DNA interaction; fluorescence polarization, His-ERG Ets domain / labelled DNA; 0.028% of 370,000 active; P11308; Potency, µM (doses to about 76.9 µM), inactives show at the highest dose FP activity, negative = inhibition, actives largely listed as inhibitors; AID 624246; active = well fitted inhibition curve with a large enough effect in the polarisation, with a control signal flat; inconclusive = small, poorly fitted or top-dose-only effect, or effect the other way, or a change in a side signal; inactive = no such curve, though single readings can be large or run the other way; the % refers to the polarisation;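 note: polarization taken with two DNA probes labelled with fluorescein and Texas red; potency is the fitted concentration of half-maximal effect; % of control where 0% means no effect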
Target sequence (P11308 whole entry, looked up, the tested form may be a part): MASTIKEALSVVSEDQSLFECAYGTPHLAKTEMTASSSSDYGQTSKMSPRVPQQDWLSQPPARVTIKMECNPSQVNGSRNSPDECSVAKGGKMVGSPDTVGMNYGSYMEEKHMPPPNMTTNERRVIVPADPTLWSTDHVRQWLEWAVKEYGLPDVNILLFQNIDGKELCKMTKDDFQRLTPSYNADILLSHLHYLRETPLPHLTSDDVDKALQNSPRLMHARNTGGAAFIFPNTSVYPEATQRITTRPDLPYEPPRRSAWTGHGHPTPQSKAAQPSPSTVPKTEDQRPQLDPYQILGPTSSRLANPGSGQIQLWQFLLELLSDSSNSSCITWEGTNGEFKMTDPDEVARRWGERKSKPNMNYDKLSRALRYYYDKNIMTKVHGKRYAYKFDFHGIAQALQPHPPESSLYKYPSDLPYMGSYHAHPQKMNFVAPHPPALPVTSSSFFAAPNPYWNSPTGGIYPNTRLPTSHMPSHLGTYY
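His-tagged ERG Ets domain (1 uM in the protein solution; 300mM KCl, 50mM Tris-HCl, 1mM EDTA, 1mM DTT, pH 7.5) received compound, then a probe mix of 5 nM fluorescein-DNA and 100nM Texas-615-DNA. Fluorescence polarization was read for both dyes.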
PI4K2A block: PI4K2A (human) kinase inhibition. Q9BTU6. purified PI4K2A, ADP-Glo luminescence, 1 h; stronger effect = lower value. activity change, negative = inhibition, % at 76.9 µM. 0.13% of 420,000 active. AID 1346378; in the data active = activity change below about -50%; inconclusive = mostly about -30% to -49%;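 note: -100% = wells without enzyme as full effect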
Target sequence (Q9BTU6 whole entry, looked up): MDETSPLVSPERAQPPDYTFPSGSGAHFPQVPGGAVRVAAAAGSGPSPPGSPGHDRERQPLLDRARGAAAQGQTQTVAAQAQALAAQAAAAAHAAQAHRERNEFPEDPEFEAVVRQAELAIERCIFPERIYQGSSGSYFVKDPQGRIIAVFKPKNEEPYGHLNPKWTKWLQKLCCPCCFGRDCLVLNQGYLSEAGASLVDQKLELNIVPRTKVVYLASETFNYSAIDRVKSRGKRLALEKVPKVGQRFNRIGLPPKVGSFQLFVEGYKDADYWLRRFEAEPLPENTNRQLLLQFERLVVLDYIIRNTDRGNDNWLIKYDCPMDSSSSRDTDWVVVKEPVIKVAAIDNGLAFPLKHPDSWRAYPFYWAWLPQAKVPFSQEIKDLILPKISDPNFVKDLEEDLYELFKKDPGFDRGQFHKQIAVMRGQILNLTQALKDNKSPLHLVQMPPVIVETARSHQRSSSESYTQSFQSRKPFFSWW
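Compounds are screened against recombinant PI4K2A using PI as substrate and ATP, the latter dispensed at 300 microM. Reactions run one hour at ambient temperature before ADP-Glo detection; full inhibition defined by wells lacking enzyme.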
* = called active by the depositor; ? = inconclusive; / = no result given; [ ] = dose if it differs, or a comment. Unless noted, calls come from the whole dose curve; as a rule, active = well fitted curve in the direction sought with a large enough effect; inconclusive = small, poorly fitted or top-dose-only effect, or another doubt; inactive = no such curve, though single readings can be large; an effect the other way counts as inactive or inconclusive. A portion of the library. The share of hits here may be higher or lower than overall.

SMILES	ALOX12 inh	JMJD2A Tudor inh	HP1b binding inh	BAZ2B block	GLS inh	RGS4 inh	G9a inh	ERG-DNA inh	PI4K2A block
C/C(=N\OC(=O)c1ccc(F)cc1)c1sc(-c2ccc(Cl)cc2)nc1C	0%	-11%	33%	/	-1%	9%	/	-3%	0
O=C1[C@H](Cc2ccccc2)NCCCC[C@H](c2ccc(Cl)cc2)N1Cc1ccc(Cl)cc1	13%	-13%	37%	/	10%	-1%	/	16%	-1
Cc1cccc2[nH]c(CN(C)Cc3nc(CC4CC4)no3)nc12	-9%	-21%	32%	1%	4%	11%	11%	3%	-1
COc1ccc(C2=NOC(C(=O)Nc3cccc(O)c3)C2)cc1 (stereo unspecified)	2%	-3%	11%	4%	-6%	3%	7%	-16%	2
O=C(NCCCn1ccnc1)c1sc2cccc(F)c2c1Cl	5%	-29%	13%	-38%	4%	27%	24%[12.7 µM]	3%	2
CCN1CCN(Cc2ccc(OCc3ccccc3)c(OC)c2)CC1	?	-27%	22%	-1%	-14%	21%	?	/	-8
O=C(OCc1nc2ccccc2s1)c1ccc(Br)o1	-12%	109%[activator]	111%[activator]	123%[activator]	11%	-8%	18%	-2%	-3
CCOC(=O)c1cc2c(=O)n3ccccc3nc2n(CCCOC)c1=NC(=O)c1c(-c2ccccc2Cl)noc1C	1%	-8%	27%	13%	-6%	5%	-5%[59 µM]	1%	2
COc1ccc(-c2cc(-c3ccccc3)nc(SCC(=O)CC(=O)OC(C)C)c2C#N)cc1	3%	14%	43%[activator]	0%	0%	-11%	8%[59 µM]	-2%	1
COC(=O)C1CCN(C(=O)c2ccc(SC)cc2OC)CC1	-12%	-3%	37%	1%	0%	10%	-4%	2%	0
COc1ccc(C(=O)N(c2ccccc2)C2C=CS(=O)(=O)C2)cc1 (stereo unspecified)	-6%	-18%	25%	-2%	3%	8%	-1%[59 µM]	-4%	6
Cc1ccc(Cl)cc1N1CCN(C(=O)CCCn2c(=O)[nH]c3ccc(Br)cc3c2=O)CC1	-23%	-23%	14%	-12%	4%	1%	-28%[59 µM]	-4%	-3
COc1ccc(NC(=O)c2ccccc2NC(=O)CN2CCCCCC2)cc1	8%	-24%	32%	12%	3%	1%	9%[59 µM]	6%	6
Cc1ccc(NC(=O)c2ccc(Cl)cc2[N+](=O)[O-])nc1	-30%	-10%	14%	-9%	12%	0%	/	6%	0
CCN(CC(=O)N1CCOCC1)S(=O)(=O)c1ccc(Cl)cc1	22%	5%	17%	-10%	-4%	-7%	23%	-15%	5
CCOc1ccc(CCNC(=O)c2ccc(OCc3c(C)noc3C)cc2)cc1OCC	-1%	-7%	18%	0%	10%	-1%	-4%[0.501 µM]	-2%	0
Cc1ccc2cc(C#N)c(N3CCCN(C(=O)C4CCCO4)CC3)nc2c1 (stereo unspecified)	0%	36%	60%[activator]	9%	/	36%	-3%[59 µM]	-2%	0
CCc1nn(CC(=O)NCCCN2CCCC2=O)c(=O)c2cc3sccc3n12	355%[activator]	-15%	27%	-5%	-1%	-11%	20%[59 µM]	-5%	-3
Cn1c(SCc2cccc(Br)c2)nnc1-c1ccccn1	0%	-2%	31%	?	2%	-19%	19%[12.7 µM]	4%	5
O=C(NC1CCCCC1)c1cccc(S(=O)(=O)N2CCOCC2)c1	13%	-7%	25%	-3%	-2%	9%	3%[59 µM]	-4%	9
O=C(Cn1nc(C(F)(F)F)c2c1CCCC2)N1CCOCC1	-14%	-15%	3%	-20%	1%	11%	-2%[12.7 µM]	12%	-3
COc1ccc(OC)c(S(=O)(=O)NCc2cn3ccsc3n2)c1	0%	?	16%	-1%	-11%	21%	-15%	12%	-7
CCOC(=O)c1ccc2nc(Nc3nc4ccc(F)cc4s3)sc2c1	-11%	1%	71%[activator]	0%	10%	20%	-23%[59 µM]	1%	-4
CCOC(=O)CSc1nc2c(sc(=S)n2Cc2ccco2)c(=O)n1-c1ccc(F)cc1	-10%	-24%	-14%	-11%	5%	6%	32%[0.501 µM]	5%	-1
NC1=NC[C@@H](Cc2ccc(O)cc2)N1CCCCC1CCCCC1	-24%	-31%	17%	-2%	3%	4%	-2%[12.7 µM]	-8%	-3
CNC(=S)Nc1sc2c(c1C(=O)OC)CCC2	?	89µM*	5%	4%	-12%	-40%	16µM*	8%	-1
c1ccc(-c2cc(CSc3nc4ccccc4[nH]3)on2)cc1	16%	-4%	55%[activator]	-4%	-10%	20%	17%[59 µM]	-11%	-7
Cc1cccc(N(CC(=O)N=Nc2c(O)[nH]c3ccccc23)S(C)(=O)=O)c1C	4%	?	-9%	-37%	-1%	-6%	27%[2.33 µM]	-4%	0
CC1CCCC(NC(=O)COC(=O)c2cc(=O)[nH]c3ccccc23)C1C (stereo unspecified)	0%	-14%	27%	/	-4%	3%	/	1%	-3
O=C(Cn1cnc2ccccc2c1=O)NCCC(=O)N1CCN(c2ccccc2)CC1	?	-27%	16%	1%	33%[activator]	-25%	0%[12.7 µM]	-12%	0
Cc1c(Cl)cccc1NC(=S)Nc1ccc2[nH]c(=O)[nH]c2c1	?	5%[11.4 µM]	-12%	-24%	30%	-4%[11.4 µM]	15%[12.7 µM]	12%	3
O=C(CCC1CCCN(C(=O)c2ccc3c(c2)OCO3)C1)NCc1ccc(F)c(F)c1 (stereo unspecified)	-16%	12%	31%[activator]	9%	2%	3%	-5%[0.501 µM]	1%	2
CCc1noc(C)c1C(=O)OCC(=O)Nc1nc(-c2ccc(F)c(F)c2)cs1	252%[activator]	-12%	9%	-2%	2%	0%	22%[12.7 µM]	/	4
COC(=O)CSc1nnc(-c2ccc(S(=O)(=O)NCc3ccccc3Cl)cc2)o1	-4%	-12%	24%	-4%	-5%	-14%	?	-4%	5
O=C(CN1CC(=O)Oc2ccccc21)OCC(=O)c1ccc(F)cc1	-15%	10µM*	39%[activator]	8.9µM*	?	?	?	-5%	6
Cc1nn(Cc2ccc(F)cc2)c(Cl)c1/C=N/NC(=O)c1cccnc1	-1%	-17%	15%	-6%	-4%	-19%	4%[59 µM]	-4%	3
Cc1ccc(Cn2nc(C)c(NC(=O)c3cc(-c4ccco4)on3)c2C)cc1	-15%	-25%	10%	-5%	-2%	-10%	1%[12.7 µM]	-2%	1
CCN(CC(=O)Nc1c(F)cccc1F)C(=O)c1ccc2c(c1)S(=O)(=O)N=C1CCCCCN12	1%	-16%	9%	6%	6%	23%	-39%	1%	-2
Cc1cc(=O)[nH]c(SCC(=O)N(CCC#N)c2ccccc2)c1C#N	1%	-12%	50%[activator]	/	-3%	0%	8%	26%	-2
NS(=O)(=O)c1ccc(NC(=O)COC(=O)CCc2c[nH]c3ccccc23)cc1	-11%	-33%	-9%	?	8%	13%	-28%	-1%	4
Cc1ccc2c(CN3CCOCC3)cc(=O)oc2c1C	?	-5%	36%	-17%	0%	-9%	-1%	3%	8
CCCc1cc(=O)oc2c3c(c4c(c12)OC(C)(C)C=C4)OC(C)C(C)C3O (stereo unspecified)	-13%	-16%	78%[activator]	-2%	-4%	-12%	11%	0%	-4
CSc1ccccc1NC(=O)CN(C)C(=O)Cc1c[nH]c2ccccc12	-26%	-19%	18%	0%	7%	4%	3%[0.501 µM]	-5%	-5
Cn1cc(Br)c(C(=O)n2cc(Br)cn2)n1	?	?	-12%	-19%	-8%	?	6%	-5%	-4
COc1cc(NC(=O)c2cc(C3CC3)nc3c2c(C)nn3-c2ccccc2)cc(OC)c1	-11%	-10%	18%	10%[57.1 µM]	-15%	-6%	5%[59 µM]	6%	2
O=[N+]([O-])c1ccc(CN2CCN(Cc3c[nH]c4ccccc34)CC2)cc1	?	7.9µM*	?	22µM*	-2%	-15%	8.9µM*	-4%	1
C=CCC[C@@H](Cc1ccc(F)cc1)C(=O)OC[C@@H](C)NC(=O)[C@@H](CC=C)CC(=O)N[C@H](CO)Cc1ccccc1	-11%	-12%	31%	/	-13%	-14%	/	-10%	3
CSc1cccc(NC(=O)Nc2ccccc2C(N)=O)c1	52%[activator]	-16%	20%	-3%	5%	32%	6%	1%	5
O=C(CSc1ncn[nH]1)Nc1ccnc2ccccc12	0%	-14%	35%	?	-7%	-6%	?	-13%	5
O=C(COC(=O)Cn1cnc2ccccc21)Nc1cccc2c1C(=O)c1ccccc1C2=O	-12%	-17%	0%	-6%	27%	-11%	13µM*	2%	-2
COc1ccc(CNC(=O)Nc2ccc(C)c(C)c2)cc1	0%	-7%	29%	-23%	9%	-32%	13%	3%	-5
CCSc1cc(N2CC(C)OC(C)C2)nc(-c2ccccc2Cl)n1 (stereo unspecified)	-2%	39%[activator]	87%[activator]	16%	-9%	-1%	41%[12.7 µM]	-3%	-4
COC(=O)Cc1c(C)c2ccc3c(c2oc1=O)CN(Cc1ccccc1OC)CO3	-8%	?	58%[activator]	3%	11%	-18%	-30%[59 µM]	5%	0
